From PubChem
Apaf-1 inh: inhibitors of human Apaf-1 apoptosome, primary screen, biochemical, DEVD-Rh110 fluorescence, uHTS. reconstituted apoptosome caspase-3 activity. inhibition, % at 20 µM. 330,000 compounds, 0.71% hits. AID 489030, 2010; active = inhibition of at least 40% at 20 µM;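 note: plate controls were DMSO wells for no effect and DEVD-CHO caspase inhibitor wells for full effect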
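Material: cell-free apoptosome with Apaf-1, procaspase-3 and caspase-9; Buffer or medium: Hepes pH 7.5 with detergent and BSA; Reagent: cytochrome c trigger plus (Z-DEVD)2-Rh110 caspase-3 substrate; Times: compound with Apaf-1, dATP, procaspase-3 30 min, then 50 min reaction, room temperature; Technique: Rh110 fluorescence intensity.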
SENP6 block: SENP6 protease inhibitors, primary screen, biochemical, luminescence, uHTS; 330,000 compounds, 1.8% hits; inhibition, % at 10 µM; Recombinant SENP6 catalytic domain, aminoluciferin luminescence;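 active = inhibition above about 50% at the single tested dose, limit read from the data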;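 note: plate controls were DMSO wells with enzyme for no effect and DMSO wells lacking enzyme for full effect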
SENP8 block-1: SENP8 protease inhibitors, primary screen, biochemical, luminescence; inhibition, % at 10 µM; AID 2540, 2010; Sentrin-specific protease 8 (Homo sapiens), Q96LD8; purified SENP8, Z-RLRGG-aminoluciferin cleavage; 330,000 compounds, 1.2% hits; in the data active = inhibition above about 50%
Target sequence (Q96LD8 whole entry, looked up): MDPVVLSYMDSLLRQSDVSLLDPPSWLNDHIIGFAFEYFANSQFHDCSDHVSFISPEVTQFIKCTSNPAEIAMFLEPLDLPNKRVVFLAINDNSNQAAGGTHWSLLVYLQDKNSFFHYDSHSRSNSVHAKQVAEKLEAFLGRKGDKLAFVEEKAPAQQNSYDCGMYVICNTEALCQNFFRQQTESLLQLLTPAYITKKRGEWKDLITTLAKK
SENP8 block-2: human SENP8 protease inhibitors, primary screen, biochemical, fluorescence, Nedd8 protein substrate, uHTS; recombinant SENP8; inhibition, % at 20 µM; AID 602440, 2012; Sentrin-specific protease 8 (Homo sapiens), Q96LD8; 360,000 compounds, 0.64% hits; in the data active = inhibition mostly above about 40%, no sharp cut-off; inactive = mostly below about 27%
SENP7 block: SENP7 protease inhibitors, primary screen, biochemical, luminescence, uHTS; Sentrin-specific protease 7 (Homo sapiens), Q9BQF6; recombinant SENP7, Z-RLRGG-aminoluciferin luminescence, 40 min; inhibition, % at 5 µM; 330,000 compounds, 1.5% hits; AID 434973, 2010;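 active = inhibition above about 50% at the single test dose, limit read from the data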;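 note: plate controls were DMSO with enzyme for no effect and no enzyme buffer wells for full effect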
Target sequence (Q9BQF6 706-1050 limits assumed): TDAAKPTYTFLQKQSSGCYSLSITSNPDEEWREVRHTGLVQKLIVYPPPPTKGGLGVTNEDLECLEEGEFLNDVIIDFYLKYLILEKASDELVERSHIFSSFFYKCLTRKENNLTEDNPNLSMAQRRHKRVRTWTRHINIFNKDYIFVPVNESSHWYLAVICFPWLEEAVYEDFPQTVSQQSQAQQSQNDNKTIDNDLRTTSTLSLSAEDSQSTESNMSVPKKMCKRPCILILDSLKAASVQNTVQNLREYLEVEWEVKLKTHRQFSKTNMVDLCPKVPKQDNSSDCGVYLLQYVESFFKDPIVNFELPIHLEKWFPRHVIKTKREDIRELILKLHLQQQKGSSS
PfG6PD inh: PfG6PD enzyme inhibitors, primary screen, biochemical, fluorescence intensity, uHTS; glucose-6-phosphate dehydrogenase-6-phosphogluconolactonase (Plasmodium falciparum 3D7); PfGluPho enzyme, NADPH resazurin-diaphorase fluorescence; inhibition, % at 20 µM; 350,000 compounds, 0.78% hits; AID 504690, 2011;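 active = inhibition reaching at least a set limit at 20 µM in the primary screen, cut at about 59% in these data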;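 note: 0% = DMSO wells with substrate and 100% = DMSO wells lacking glucose-6-phosphate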
SENP1 FRET inh: human SENP1 catalytic domain inhibitors, primary screen, biochemical, FRET, uHTS. inhibition, % at 10 µM. AID 624204, 2012. recombinant SENP1 catalytic domain, CyPet-SUMO1-YPet FRET cleavage. Sentrin-specific protease 1 (Homo sapiens), Q9P0U3. 360,000 compounds, 0.21% hits;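 active = inhibition at least 30% at 10 µM, raw YFP signal under a set limit, fluorescence ratio 0.5 to 1.5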;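 note: 0% = enzyme with DMSO and 100% = no enzyme wells; some results filed as inactive read as strong as hits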
Target sequence (Q9P0U3 419-644 limits assumed): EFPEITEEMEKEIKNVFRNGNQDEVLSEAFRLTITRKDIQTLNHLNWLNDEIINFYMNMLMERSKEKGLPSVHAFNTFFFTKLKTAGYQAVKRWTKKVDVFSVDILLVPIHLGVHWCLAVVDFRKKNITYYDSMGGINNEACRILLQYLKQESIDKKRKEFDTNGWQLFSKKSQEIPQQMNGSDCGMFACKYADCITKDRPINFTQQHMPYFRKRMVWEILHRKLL
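Test system: recombinant human SENP1 catalytic domain, His6-tagged / Medium: pH 8 Tris buffer with EDTA, NaCl, BME, BSA, NP40, catalase / Also added: SUMO1 FRET substrate flanked by Cypet and Ypet, 25 nM / Times: 50 min reaction at room temperature / Signal: FRET, CFP and YFP emission / Control set: no-enzyme low control and enzyme-plus-DMSO high control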
HKDC1 inhibitor: HKDC1 hexokinase inhibitors, primary screen, biochemical, fluorescence, uHTS. recombinant HKDC1, G6PDH/diaphorase resazurin coupled fluorescence. inhibition, % at 20 µM. 340,000 compounds, 0.16% hits;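 active = inhibition above about 35% when tested at 20 µM, limit read from the data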;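 note: plate controls were DMSO wells with enzyme for no effect and DMSO wells lacking enzyme for full effect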
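Assay system – recombinant HKDC1 (HK5) hexokinase enzyme, produced in-house · Input – HKDC1 at 5 µg/mL · Reagent – glucose plus 1 mM ATP as hexokinase substrates · Timing – 90 min reaction incubation at room temperature, dark · Measured by – G6PDH/diaphorase-coupled fluorescence, 1 mM NADP, 100 µM resazurin, 525/613 nm · Benchmarks – DMSO-enzyme wells negative, buffer-substituted wells positive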
The depositor's hits bear a star; . = no result given; & = joins results of further samples. Compounds as they come (roughly 3.6% active in at least one column).

SMILES | Apaf-1 inh | SENP6 block | SENP8 block-1 | SENP8 block-2 | SENP7 block | PfG6PD inh | SENP1 FRET inh | HKDC1 inhibitor
O=C(Cc1cccs1)NCCc1ccc(Cl)cc1 | 2.4 | -3.7 | -5.2 | 7.4 | 0.2 | 8.3 | -1.0 | 0.0
CC(C)(C)NC(=O)C(=O)NCc1ccccn1 | 8.6 | -5.2 | -2.8 | -0.7 | -0.3 | -1.2 | -1.0 | 10.0
CN(C(=O)c1cccc(NC(=O)Cc2ccc(NC(=O)C3CCN(S(=O)(=O)c4cccc([N+](=O)[O-])c4)CC3)cc2)c1)C1CCC1 | . | . | . | 17.8 | . | -0.2 | 5.4 | -1.6
Cc1cc(Nc2cccc(F)c2)nc(N2CCOCC2)n1 | -12.7 | -8.3 | 0.1 | -0.7 | -6.9 | 3.1 | -2.8 | -0.4
O=C(CCC1CCCCC1)NCCN1CCOCC1 | -3.1 | -7.6 | 2.4 | 26.0 | 2.4 | -3.0 | 0.8 | -0.1
CN(c1ccc(C(=O)NCC2CCCO2)cc1)S(C)(=O)=O (configuration not stated) | -28.1 | -0.2 | -1.7 | 5.5 | -6.9 | -0.4 | 1.0 | 3.1
Cc1ccc(S(=O)(=O)NCc2ccc(N3CCN(C(=O)OC(C)(C)C)CC3)cc2)cc1 | 25.9 | -6.3 | -1.2 | -3.0 | 2.7 | 4.4 | 0.9 | -1.9
CCOC(=O)c1[nH]c(C)c(C(=O)NC2CCN(C(=O)OCC)CC2)c1C | -6.4 | -27.0 | 0.4 | 26.5 | -2.2 | -6.4 | 1.4 | -11.9
O=C(c1oc2ccccc2c1N1CCCCC1)N1CCCCC1 | 0.7 | 10.5 | -2.4 | 1.9 | -6.5 | -12.1 | 0.5 | -7.7
Cc1ccc(NC(=O)CSCC(=O)Nc2ccccc2N2CCCC2)cc1 | 10.0 | -9.3 | -10.5 | 5.6 | -7.4 | 7.3 | 0.2 | -1.2
CS(=O)(=O)N(CC(=O)N1CCOCC1)c1ccc2c3c(cccc13)CC2 | 2.3 | 4.0 | 3.8 | -79.5 | 3.2 | 0.7 | 3.1 | 1.3
CCN(CC)S(=O)(=O)c1cc(C(=O)O)c(Cl)cc1Cl | 2.6 | 1.0 | -5.1 | 27.6 | -6.4 | -34.2 | 0.6 | -3.9
NS(=O)(=O)c1ccc(NN=C2CCN(Cc3ccccc3)CC2)c([N+](=O)[O-])c1 | -0.1 | -3.7 | 3.2 | 22.3 | 5.4 | 6.5 | 5.0 | 7.9
Cc1ccc(S(=O)(=O)NCCC(=O)Nc2ccc(C)c(Cl)c2)cc1C | 23.6 | -23.9 | -13.2 | 7.0 | -4.6 | 45.3 | 1.1 | -2.4
CC(C)OC(=O)c1ccc(NC(=O)Cn2c(-c3nonc3N)nc3ccccc32)cc1 | 8.5 | -8.3 | -7.8 | -0.6 | -3.3 | -3.1 | -7.5 | -1.2

Single records, from the list above. Screens in order: Apaf-1 inh	SENP6 block	SENP8 block-1	SENP8 block-2	SENP7 block	PfG6PD inh	SENP1 FRET inh	HKDC1 inhibitor
NS(=O)(=O)c1ccc(NN=C2CCN(Cc3ccccc3)CC2)c([N+](=O)[O-])c1 is listed with -0.1	-3.7	3.2	22.3	5.4	6.5	5.0	7.9
CC(C)OC(=O)c1ccc(NC(=O)Cn2c(-c3nonc3N)nc3ccccc32)cc1 is listed with 8.5	-8.3	-7.8	-0.6	-3.3	-3.1	-7.5	-1.2

Going on with the list.
SMILES | Apaf-1 inh | SENP6 block | SENP8 block-1 | SENP8 block-2 | SENP7 block | PfG6PD inh | SENP1 FRET inh | HKDC1 inhibitor
CCC(Oc1ccccc1)C(=O)N1CC(C)CC(C)C1 (configuration not stated) | 1.7 | 4.5 | -4.1 | 3.7 | -4.2 | -8.9 | 4.0 | -5.5
CCCCCCSc1cccc(-c2nc3ccc(Cl)cn3c2NCc2ccccc2)c1 | 30.0 | -15.2 | -8.7 | -489.1 | 2.1 | 21.1 | -59.0&-28.4 | 4.4
O=C(N=C1SCC(=O)N1c1ccccc1Cl)c1ccco1 | -0.9 | 3.3 | -8.6 | 5.9 | -14.4 | 8.9 | -0.7 | -6.0
c1csc(CN2CCOCC2)c1 | -20.2 | 0.6 | -3.8 | -1.0 | -5.0 | -12.1 | 2.3 | 7.9
O=C1C(Cl)=C(NC2CCCCC2)C(=O)N1Cc1ccccc1 | 13.8 | -3.7 | 4.7 | -21.2 | -9.7 | 3.1 | -13.9 | 5.6
COc1ccc(CN2CCN(S(=O)(=O)c3ccccc3)CC2)c(OC)c1OC | -3.6 | -3.8 | -2.9 | 4.4 | -0.5 | 14.9 | 2.6 | 1.6
COc1ccc(-c2noc(CCC(=O)N3CCN(c4cccc(C)c4C)CC3)n2)cc1 | 15.5 | . | . | -24.8 | 2.0 | 9.6 | 0.7 | -2.3
COC(=O)CS(=O)(=O)c1cc(Br)cc2c1N(C(C)=O)CC2 | -1.8 | -31.0 | 12.6 | 19.0 | 5.8 | 1.5 | 1.7 | -4.6
Cc1ccc(OCCNc2cc(N3CCN(CCO)CC3)ccc2[N+](=O)[O-])cc1C | 22.1 | -15.7 | -11.4 | 24.4 | -1.7 | 22.0 | 3.4 | -3.5
CC(=O)C12CCCCC1CC1[C@@H]3CC(C)C4=CC(=O)CC[C@]4(C)C3CC[C@@]12C (some centres not stated) | 5.2 | -6.4 | -3.2 | 13.4 | 1.1 | -0.8 | -0.4 | 2.9
CN(Cc1cccc(Cl)c1Cl)C(=O)c1ccccc1SCC(=O)N1CCCC1 | . | . | . | -5.6 | . | -1.6 | 2.3 | 1.6
O=C(N=C1SC2CS(=O)(=O)CC2N1c1ccccc1)C1CCCCC1 (configuration not stated) | 5.9 | -7.9 | -7.9 | 14.8 | -12.3 | -0.1 | 1.0 | -6.5
COc1ccc(C2=CC(c3cccc(OC)c3)n3nnnc3N2)cc1 (configuration not stated) | -2.4 | -4.5 | -0.9 | -212.4 | -2.8 | -7.0 | -24.9 | -3.2
c1ccc2c(c1)nc(NCCN1CCOCC1)c1nncn12 | 2.3 | 5.7 | 2.5 | 2.1 | -4.1 | 7.6 | -6.0 | 2.4
CC(=O)NNc1ncnc2c1cnn2-c1ccc(C)c(C)c1 | -4.0 | -10.3 | -2.7 | -41.1 | -0.5 | 5.5 | -124.8 | -1.5
CCOc1ccc(C2/C(=C(\O)c3ccc4c(c3)OCCO4)C(=O)C(=O)N2Cc2cccnc2)cc1OCC (configuration not stated) | 19.6 | -8.4 | -8.1 | 3.4 | -10.5 | -13.1 | -0.3 | -5.8
Cc1cc(NC(=O)CSc2nccn2-c2cccc(Cl)c2)no1 | -0.5 | 0.0 | 2.9 | 7.5 | 0.4 | 11.4 | 0.3 | -3.3
CC(CN1CCN(C)CC1)OC(=O)c1cccc(Cl)c1 (configuration not stated) | -19.8 | -11.0 | -3.3 | 22.3 | 9.0 | 2.8 | 1.4 | -8.9
O=C(CC1CCCCC1)NCc1ccccc1 | 0.3 | -2.3 | 4.6 | 14.4 | -0.5 | 2.0 | -1.6 | -6.4
Fc1ccccc1CSc1ncnc2c1ncn2C1CCCO1 (configuration not stated) | . | . | . | 12.8 | . | -10.7 | 2.5 | -3.9
O=C(/C=C/c1ccco1)Nc1ccc(S(=O)(=O)N2CCOCC2)cc1 | -4.6 | 5.8 | 3.2 | -11.6 | -0.2 | -0.3 | -3.1 | -3.4
O=C(/C=C/c1ccccc1[N+](=O)[O-])NCCc1ccc(F)cc1 | 5.3 | 1.5 | 3.6 | -0.9 | -1.0 | 3.4 | 0.5 | -5.5
COc1cc(NC(=O)Nc2ccc(Cl)c(Cl)c2)c(C(=O)O)cc1OC | 7.2 | -14.2 | 0.2 | -445.4 | -1.9 | -17.6 | 2.3 | 0.8
O=C1CC(c2nc3ccccc3[nH]2)CN1c1ccccc1F (configuration not stated) | -8.1 | -2.3 | 4.3 | 1.3 | -4.4 | -20.8 | 0.7 | -4.6
O=C(COC(=O)c1c2c(nc3ccccc13)/C(=C/c1cccc([N+](=O)[O-])c1)CCC2)NC1CCS(=O)(=O)C1 (configuration not stated) | 10.7 | -16.6 | -10.5 | 11.0 | -7.1 | 10.8 | -0.5 | 0.3
COc1ccccc1C(=O)NCC1(c2ccccc2)CCCC1 | 8.8 | -2.2 | 2.3 | 12.7 | -0.1 | -1.4 | -2.7 | -3.2
Cc1scc(C(=O)N/N=C/c2ccc(OCC(C)C)cc2)c1C | 6.6 | -1.9 | 0.5 | 20.1 | 1.9 | -25.8 | 1.1 | -1.6
CC(C)C(C(=O)NCc1ccco1)N(C(=O)CNS(=O)(=O)c1ccccc1)c1ccccc1 (configuration not stated) | 1.2 | -30.3 | -3.6 | 3.9 | -1.6 | 15.2 | -4.3 | -11.8
CC(NC(=O)c1ccc(NC(=O)c2ccco2)cc1)c1ccccc1 (configuration not stated) | -6.3 | -8.1 | -0.1 | -5.8 | 11.5 | -1.3 | 5.4 | 7.1
COc1cc2nc(Cl)nc(NCCO)c2cc1OC | -11.7 | -4.3 | 3.7 | -4.4 | 4.2 | 1.5 | -0.8 | 1.1
Cc1ccc(S(=O)(=O)N(C)CC(=O)OCC(=O)Nc2ccccc2)cc1 | 6.7 | -14.2 | -5.0 | 12.4 | -6.6 | -22.9 | 1.7 | -4.7
Cc1nc2scc(-c3cccs3)c2c(=O)o1 | -8.7 | -13.0 | 23.9 | 13.4 | 6.3 | 0.4 | 1.0 | -1.9
COc1ccc(S(=O)(=O)N2CCN(C(=O)c3c(-c4ccccc4)noc3C)CC2)cc1 | -9.6 | 2.3 | 1.6 | 10.6 | 5.1 | -19.8 | 1.2 | -0.2
CCCn1c(-c2cccc([N+](=O)[O-])c2)nc2c1c(=O)[nH]c(=O)n2Cc1ccccc1 | 2.2 | -15.2 | -3.8 | -10.4 | -1.8 | -11.4 | -1.2 | -9.6
Cc1[nH]nc(SCC(=O)NC2CCCC2)c1[N+](=O)[O-] | -27.9 | -0.1 | 11.5 | 12.4 | -4.6 | -10.4 | 3.9 | -5.5
CSCCC(NC(=O)c1ccc(=O)n(C)n1)c1nc2ccccc2[nH]1 (configuration not stated) | -5.7 | -1.0 | -3.3 | 36.9 | -7.9 | 0.4 | 3.1 | -1.2
COc1ccc(NC(=O)COC(=O)CNS(=O)(=O)c2ccccc2)cc1OC | 2.3 | -1.3 | 6.1 | 12.6 | 13.3 | -4.4 | -0.4 | -7.9

Ordered by the number under SENP1 FRET inh (low to high): four from the list above
SMILES | SENP1 FRET inh
CCCn1c(-c2cccc([N+](=O)[O-])c2)nc2c1c(=O)[nH]c(=O)n2Cc1ccccc1 | -1.2
COc1ccc(NC(=O)COC(=O)CNS(=O)(=O)c2ccccc2)cc1OC | -0.4
Cc1nc2scc(-c3cccs3)c2c(=O)o1 | 1.0
Cc1ccc(S(=O)(=O)N(C)CC(=O)OCC(=O)Nc2ccccc2)cc1 | 1.7
